CDK5 p35 inh – inhibitors of human CDK5/p35 kinase; inhibition, % at 10 µM; 0.01% of 330,000 active; Q00535+Q15078; Recombinant CDK5/p35, ADP-Glo luminescence, 60 min;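 active means highest replicate inhibition of at least 50% and at least 75% of replicates reaching 50%; inconclusive means only one of the two criteria met; inactive means both criteria failed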;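 further: plate controls were DMSO neutral control for no effect and GW8510 at 10 µM for full effect; many of its hits are not listed in these tables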
SR-BI DiI inh – blocks mouse SR-BI lipid uptake from DiI-HDL. ldlA[mSR-BI] CHO cells, DiI-HDL uptake fluorescence, 3 h. 0.96% of 320,000 active. Q61009. inhibition, % at 12.5 µM. AID 488896;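 active means mean replicate inhibition of at least 70% and a set share of replicates each scoring 70 or more; inconclusive means meets just one of the two criteria; inactive means fails both criteria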;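 further: 0% = median of neutral control wells and 100% = median of positive control wells; values of inactives mirror those of a sister screen read the other way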
Arrestin-AP2 inh – inhibitors of human beta-arrestin and AP2 interaction. FITC-arrestin peptide / GST-AP2 beads, flow cytometry; AP2 beta2 appendage carries R879A mutation. inhibition, % at 10 µM. 0.31% of 340,000 active;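 active means inhibition above a set limit, near 3 SD of compounds lacking own fluorescence, cut at about 54% in these data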;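 further: plate controls were DMSO wells for no effect and 5 µM unlabelled arrestin peptide for full effect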
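Assay system: GST-AP2 R879A bound to glutathione beads, E. coli-expressed; Medium: PBS with 0.05% Tween 20 and 0.1% BSA; Also added: fluorescein-tagged arrestin peptide at 50 nM final; Timing: 12 min plus 1 h, RT; Measured by: flow cytometry, FL1 (488/535 nm); Evaluation: percent drop in bead-associated FITC signal.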
PKA-R1A activ – PKA-R1A complex activation | P00514+P68181 | AID 504707 | 0.083% of 340,000 active | activation, % at 11.4 µM | PKA-R1A dissociation, Cy5-IP20 fluorescence polarization; scaled: DMSO 0%, 113 µM cGMP 100%;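 active means percent activation above the mean of all tested compounds plus 3 SD, cut at about 19% in these data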;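 further: higher means more PKAc released from R1A so a rise in polarization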
SUMO Mot1 rescue – inhibitors of SUMOylation pathway: yeast Mot1-301 growth rescue; S. cerevisiae Mot1-301 growth rescue, ATP luminescence, 38.5C; percent above DMSO median, 100 means doubled; growth rescue, % at 18.8 µM; 1% of 320,000 active; AID 2716;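 active means every valid replicate shows activation above 250% relative to neutral control wells; inactive means the rest, any valid replicate at or below 250%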;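 further: OY570 slx delta 5 strain wells were the positive control but not used for scaling; some compounds called inactive have numbers as strong as hits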
MITF act – increases MITF-driven TRPM1 promoter luciferase signal. SK-MEL-5 TRPM1-promoter luciferase, 24 h; % of positive control, neutral wells = 0. activation, % at 12.5 µM. 0.75% of 300,000 active. AID 588334;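 active means mean activation of at least 80% with every replicate also reaching 80%; inconclusive means mean reaches 80% but some replicate falls short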;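 further: 0% = neutral control wells and 100% = parthenolide positive control wells; values of inactives mirror those of a sister screen read the other way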
NSD2 inh – inhibitors of human histone methyltransferase NSD2; NSD2 peptide methylation, AlphaScreen, 120 min; inhibition, % at 12.5 µM; 0.54% of 310,000 active; AID 743445; in the data active means inhibition above about 50%
SR-BI uptake up – enhances SR-BI lipid uptake from DiI-HDL; 0.096% of 320,000 active; AID 504775; CHO ldlA[mSR-BI] cells, DiI-HDL uptake fluorescence, 3 h; 100 = double the neutral-control signal; activation, % at 12.5 µM;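 active means mean replicate activation of at least 60% and every replicate at or above 60%; inconclusive means mean or all-replicate condition met, but not both; inactive means mean below 60% and not all replicates reaching 60%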;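 further: 0% = median plate neutral-control signal and 100% = twice that signal; values of inactives mirror those of a sister screen read the other way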
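Material – SR-BI-overexpressing, LDLR-lacking CHO cells · Medium – BSA-supplemented, HEPES-buffered Ham's F12, pH 7.4 · Doses – single concentration · Times – compound with DiI-HDL co-incubation, 3 h at 37 °C · Measured by – bottom-read fluorescence, 550/595 nm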
DSG3 Ab inh – human desmoglein-3 autoantibody binding inhibition | P32926 | AID 588358 | DSG3-coupled beads, scFv-anti-DSG3-GFP binding, flow cytometry; active compounds read low | binding (percent of control), % at 10 µM | 0.48% of 310,000 active;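 active means binding more than 3 SD below its plate's average and above zero; inconclusive means below that plate limit but binding exactly zero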;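 further: hits lower antibody fragment binding to DSG3; some compounds called inactive have numbers as strong as hits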
Target sequence (P32926 whole entry, looked up, the tested form may be a part): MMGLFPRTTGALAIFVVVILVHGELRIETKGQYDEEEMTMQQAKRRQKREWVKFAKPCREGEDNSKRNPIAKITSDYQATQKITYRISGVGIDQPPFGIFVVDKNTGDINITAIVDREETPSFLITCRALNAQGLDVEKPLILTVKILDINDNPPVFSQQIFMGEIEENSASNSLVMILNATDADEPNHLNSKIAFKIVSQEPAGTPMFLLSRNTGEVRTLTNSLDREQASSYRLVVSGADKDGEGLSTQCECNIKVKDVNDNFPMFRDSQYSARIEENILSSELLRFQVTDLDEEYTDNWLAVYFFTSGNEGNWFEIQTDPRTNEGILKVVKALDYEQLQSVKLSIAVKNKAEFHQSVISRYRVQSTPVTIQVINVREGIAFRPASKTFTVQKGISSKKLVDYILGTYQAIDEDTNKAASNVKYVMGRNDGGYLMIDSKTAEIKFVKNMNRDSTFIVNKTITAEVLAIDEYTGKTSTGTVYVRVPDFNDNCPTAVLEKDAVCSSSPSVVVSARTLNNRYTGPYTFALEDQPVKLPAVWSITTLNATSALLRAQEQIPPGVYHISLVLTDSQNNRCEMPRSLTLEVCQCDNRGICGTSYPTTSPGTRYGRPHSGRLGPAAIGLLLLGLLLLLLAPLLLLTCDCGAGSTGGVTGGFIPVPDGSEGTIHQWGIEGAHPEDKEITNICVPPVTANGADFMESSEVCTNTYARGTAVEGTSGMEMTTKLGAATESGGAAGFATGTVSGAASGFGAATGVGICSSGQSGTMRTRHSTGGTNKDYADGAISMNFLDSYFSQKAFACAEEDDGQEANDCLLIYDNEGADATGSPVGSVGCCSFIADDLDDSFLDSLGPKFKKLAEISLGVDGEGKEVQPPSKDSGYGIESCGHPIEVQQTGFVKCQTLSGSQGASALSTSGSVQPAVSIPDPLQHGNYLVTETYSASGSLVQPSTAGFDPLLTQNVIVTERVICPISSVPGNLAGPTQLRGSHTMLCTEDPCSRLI
dFosB act – enhances mouse delta FosB homodimer DNA binding; purified delta FosB, TAMRA-CDK5 oligo fluorescence polarization; percent of positive-control signal above neutral wells; 0.99% of 340,000 active; P13346; activation, % at 25 µM; AID 493131;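 active means mean activation above about 17%, with every replicate also reaching it, limit read from the data, passing the limit was not always enough; inconclusive means only one of the two conditions met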;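 further: fluorescence polarization rise as delta FosB binds a TAMRA Cdk5 AP-1 oligo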
PKA-R2B act – PKA-R2B complex activation; P22694+P31323; AID 504700; activation, % at 11.4 µM; 0.079% of 340,000 active; PKA-R2B holoenzyme dissociation, Cy5-IP20 fluorescence polarization; R2B truncated from residue 108, S112A mutant; 0% DMSO only, 100% 113 µM cGMP;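 active means activation above a cutoff set at the mean over all compounds plus 3 SD, cut at about 18% in these data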;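 further: higher means more holoenzyme dissociation and a rise in polarization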
Starred values were filed as active, the others as inactive; ? = inconclusive; nt = no result given.

SMILES	CDK5 p35 inh	SR-BI DiI inh	Arrestin-AP2 inh	PKA-R1A activ	SUMO Mot1 rescue	MITF act	NSD2 inh	SR-BI uptake up	DSG3 Ab inh	dFosB act	PKA-R2B act
Cc1cccc(/C=N/NC(=O)Cc2ccc(Cl)cc2)c1O	2.0	6	37	7	10	-12	2	-6	112	4	-6
CCCN1CC23C=CC(O2)C(C(=O)O)C3C1=O (centres undefined)	-0.2	3	3	6	2	0	nt	-3	111	-7	6
COc1ccc(-c2cc(C(=O)NCCCn3ccnc3)no2)cc1	0.6	nt	12	-8	416	2	-3	nt	104	-6	-12
Cn1c(NC(=O)Cc2ccc(F)cc2)cc(=O)n(C)c1=O	-4.8	8	-4	-1	-21	nt	nt	-9	102	2	2
O=C(O)CC1NCCc2ccccc21 (centres undefined)	0.9	nt	4	1	-16	1	-3	nt	95	-11	2
COCCn1c(SCC(=O)N2CCCc3ccccc32)nnc1-c1ccco1	-0.6	0	44	6	-11	-8	1	0	97	-2	-7
CC(=O)NC(CC(=O)OCC(=O)c1ccc(NC(=O)CC(C)C)cc1)c1ccccc1 (centres undefined)	-2.3	6	1	0	7	8	-2	-6	102	1	4
CCS(=O)(=O)Nc1cc(C(=O)O)ccc1C	-0.5	-34	9	-10	427	1	5	34	105	2	8
CCCc1cc(=O)[nH]c(SCc2ccc(C#N)cc2)n1	-0.9	7	40	-5	7	15	-3	-7	nt	-11	-6
CCCc1ccc(S(=O)(=O)N/N=C\c2ccc3c(c2)OCO3)cc1	1.4	-12	-19	-10	-51	-4	2	12	102	-6	-5
Cc1nc(N2CCC(C)CC2)c2c(C)c(C(=O)Nc3ccc(C)c(F)c3)sc2n1	-0.9	87*	4	4	-19	-11	-1	-87	97	-8	3
CCOc1ccc(Cc2onc3c2C(=O)CC(C)(C)C3)cc1OCC	0.2	14	25	-2	5	16	-7	-14	101	-4	-6
COc1ccc(NC(=O)NCc2ccc3c(c2)OCO3)cc1OC	0.3	8	-5	-15	-7	11	-3	-8	102	-1	-3
CCOC(=O)c1c(C)[nH]c(C2=NNC(=Nc3ccccc3OC)SC2)c1C	-5.6	49	1	-10	4	53	-2	-49	96	-7	-17
COC(=O)C1=C(Nc2ccccc2NC(=O)CCCC(=O)O)CSC1	0.8	-25	15	nt	38	nt	-1	25	97	0	nt
CCOC(=O)c1c(C)nc2sc3c(=O)[nH]cnc3c2c1-c1ccc(OC)cc1	-0.5	11	15	-7	2	12	1	-11	95	-5	-16
O=C(C1CCN(S(=O)(=O)c2ccccc2)CC1)N1CCCCC1	-0.4	-10	1	2	8	4	3	10	93	6	7
CC(C)(C)NC(=O)C(c1ccc(O)cc1)N(C(=O)CCC(=O)Nc1nccs1)c1ccccc1F (centres undefined)	-1.3	-10	-28	-3	1	-6	0	10	102	-4	-2
CCc1c(C)nc(SC)n(CC#N)c1=O	-1.2	3	4	-10	31	nt	-1	-3	100	3	-5
O=C(Cc1coc2cc3c(cc12)CCC3)OCc1cc(=O)n2c(n1)sc1ccccc12	-1.0	2	14	2	-7	nt	12	-2	nt	-2	-8
COc1ccc(-c2cc(-n3c(C(F)(F)F)nc4ccccc43)n(CCC#N)n2)cc1	-0.4	17	10	-2	382	8	1	-17	nt	-7	-7
CC(C)CCN1CC(=O)N2[C@@H](Cc3c([nH]c4ccccc34)C2(C)C)C1=O	-1.0	30	-14	8	-9	-5	-1	-30	96	-8	-7
O=S(=O)(c1ccccc1)c1cnc(-c2cccnc2)nc1-c1ccc(Cl)cc1Cl	-4.5	5	4	-3	nt	nt	-2	-5	103	2	0
CCN(CC(=O)NCc1ccc(Cl)cc1)C(=O)c1cc(S(=O)(=O)NCc2ccccc2)ccc1C	-1.3	6	28	-1	14	11	-2	-6	98	-1	-14
O=C(Nc1ccc(F)cc1F)c1ccccc1-c1ccccc1	nt	-4	-2	-16	5	0	-4	4	89	5	-13
O=C(CCn1c(=O)sc2ccccc21)NCc1cccs1	-1.7	-16	-2	-7	5	8	-3	16	106	-3	-2
CCCC(C(=O)NCCC(C)C)N(Cc1ccccc1Cl)C(=O)c1snc(C(N)=O)c1N (centres undefined)	0.7	-28	27	2	-7	0	-1	28	99	-5	-12
CCC(Oc1ccccc1)C(=O)N1CCN(S(=O)(=O)c2ccccc2)CC1 (centres undefined)	-0.8	-14	2	0	17	4	0	14	100	-2	2
COC(=O)c1sc(-c2ccc(C(C)(C)C)cc2)cc1NC(=O)COCC(=O)O	-1.2	3	-3	nt	-4	nt	4	-3	99	-32	nt
O=C1CC(N2CCN(S(=O)(=O)c3ccccc3F)CC2)C(=O)N1c1ccccc1F (centres undefined)	-6.4	-5	5	-4	nt	-6	6	5	99	-12	-7
O=C(Nc1ccccc1)Nc1cccc(NC(=O)Nc2ccccc2)c1F	1.6	44	14	0	1	24	-1	-44	94	?	7
COc1cc(/C=C/C(=O)N2CCc3ccccc3C2)cc(OC)c1OC	-0.7	11	-10	1	46	nt	0	-11	68*	-2	-9
CC(C)CNC(=S)NC1CC2CCCC(C1)N2C1CCCCC1 (centres undefined)	-4.0	nt	10	5	5	0	-3	nt	105	-6	-4
CNC(=O)CSc1nc2ccccc2c(=O)n1CCc1ccccc1	-0.2	10	12	-2	3	0	-1	-10	94	-4	-2
Cc1ccc(S(=O)(=O)N2CCOCC2)cc1C(=O)OCC(=O)NCc1ccc2c(c1)OCO2	-0.1	3	-10	0	-8	-8	-4	-3	86	-4	-3
O=C(O)c1cc(-c2ccccc2)n(-c2ccccc2)n1	-0.7	13	-2	-10	-6	-3	nt	nt	nt	-1	-11
Clc1ccccc1N1CCN(c2ncnc3nc[nH]c23)CC1	-0.2	5	3	-9	0	13	nt	-5	69	6	-8
Cc1ccc(NC(=O)OCC(F)(F)C(F)F)cc1NC(=O)OCC(F)(F)C(F)F	-3.7	15	10	7	11	-8	-4	-15	107	-1	2
CCC(C(=O)NCCN1CCOCC1)n1nc(C)n2c(cc3sccc32)c1=O (centres undefined)	-0.3	-23	-19	-3	0	0	-5	nt	104	-6	4
O=C1CCC(c2ccccc2)N1c1ccccc1 (centres undefined)	0.2	-1	7	7	nt	-4	0	1	118	-12	-11
CCOc1ccccc1NC(=O)C(OC(=O)c1ccccc1NS(=O)(=O)c1cccs1)c1ccccc1 (centres undefined)	-0.7	-16	nt	0	10	15	0	16	99	-3	-3
O=C(c1cccs1)C1CCCN(Cc2nc(Cc3ccccc3F)no2)C1 (centres undefined)	-3.5	11	-6	-9	3	11	-2	-11	93	-7	-5
C=CC[C@H](CC(=O)N(CCO)Cc1ccccc1)C(=O)N[C@@H](COC(=O)[C@H](CC=C)CC(=O)OC(C)(C)C)Cc1c[nH]c2ccccc12	0.4	1	nt	-2	-14	-3	nt	-1	100	-3	-6
CCN(CC)C(=O)CNc1ccc(C(F)(F)F)cc1[N+](=O)[O-]	-0.1	-2	-6	-6	11	-3	2	2	103	-2	-8
O=S(=O)(c1ccccc1)c1cnn2c(C(F)(F)F)cc(-c3ccccc3)nc12	1.4	8	-12	-5	7	nt	0	-8	99	-9	-1
O=C(CC(=O)c1cccs1)c1ccncc1	-1.3	0	0	-5	nt	8	-1	0	98	3	-10
CCOC(=O)N1CCC(N2C(=O)c3ccccc3C2Nc2ccc(S(=O)(=O)N(CC)CC)cc2)CC1 (centres undefined)	-1.5	13	-8	-13	-7	-8	-1	-13	100	-17	-6
CC1(C)CN(c2cccc(-c3ccnc4ncnn34)c2)C1=O	1.8	-14	19	7	17	6	-5	14	95	-3	1
O=C(COc1ccc2ccc(=O)oc2c1)NCCCN1CCCC1=O	-0.1	-8	25	-1	-7	-3	-2	8	104	-3	-3
Cc1c(C#N)c2ccccc2n1CC(=O)N1CCc2ccccc2C1	1.5	7	0	-8	-9	-9	nt	-7	111	-11	-1
Remaining list, next part.
SMILES	CDK5 p35 inh	SR-BI DiI inh	Arrestin-AP2 inh	PKA-R1A activ	SUMO Mot1 rescue	MITF act	NSD2 inh	SR-BI uptake up	DSG3 Ab inh	dFosB act	PKA-R2B act
C[C@@]12C(=O)N(Cc3ccco3)CC(=O)N1[C@H]1c3ccccc3OC[C@@H]1[C@@H]2c1ccccc1	1.7	14	3	-18	31	3	nt	2	99	-5	-8
O=C(CCN1C(=O)/C(=C\c2cccs2)SC1=S)Nc1nccs1	nt	-6	19	-10	-5	-8	-1	6	95	-22	-8
O=c1[nH]c(SCc2cccc(F)c2)nc2c1CCCC2	0.0	-18	13	-12	-14	1	-1	18	139	0	-4
CCCCn1c(SCC(=O)N2CCOCC2)nnc1-c1cccs1	0.2	-36	2	6	5	-4	2	36	102	6	-1
Cc1ccsc1C(=O)OCC(=O)NCCC1=CCCCC1	-1.8	-20	2	2	15	39	-3	20	nt	-5	-7
COCCCn1c(=O)/c(=C\c2ccccc2OC(F)F)s/c1=C(/C#N)C(=O)N1CCOCC1	1.7	37	8	-12	3	7	1	-37	96	-2	-6
Cc1ccc2cc(C#N)c(NCCNC(=O)C3CCC3)nc2c1C	-1.8	30	4	-2	-15	-6	-2	-30	100	2	4
Nc1ccc(C(=O)OCc2nc3c(ccc4ccccc43)[nH]2)cc1	0.3	13	28	1	36	45	16	-13	74	-5	-8
COc1cc(CN2CCCC(C(=O)Nc3ccccc3Oc3cccnc3)C2)ccc1F (centres undefined)	0.8	6	12	-10	2	-12	0	-6	102	-6	-1
O=C(Nc1nnc(-c2ccccc2F)s1)c1ccccc1F	0.6	1	24	-12	8	28	-1	-1	94	7	0
COCCNC(=O)c1c(CS(=O)(=O)c2ccccc2)noc1C(=O)NCc1ccccc1	1.6	1	-12	3	-13	0	nt	-1	95	-2	13
COc1ccc2c(c1)C=C(CN1CCC(CO)(CCc3ccccc3)CC1)CO2	1.1	11	-18	2	-5	-8	-1	-11	102	-6	-4
